# Source: PubChem
# UHRF1 MBD2 ctr: UHRF1 methylated DNA binding inhibitors, primary screen, counter-screen for MBD2 inhibitor project, biochemical, TR-FRET, human UHRF1, single concentration; inhibition, % at 4.4 µM; 370,000 tested, 0.75% active; E3 ubiquitin-protein ligase UHRF1 (Homo sapiens), Q96T88; AID 687016, 2013; UHRF1 binding to methylated oligo; in the data active means inhibition above about 21%;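 further: UHRF1 SRA domain binding a hemimethylated CpG hairpin DNA probe; 0% = median of test compound wells and 100% = reference inhibitor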
# PRMT1 inh: PRMT1 methyltransferase inhibitors, primary screen, biochemical, fluorescence polarization; Protein arginine N-methyltransferase 1 (Homo sapiens), Q99873; recombinant PRMT1, activity-based probe fluorescence polarization; inhibition, % at 2.79 µM; 370,000 tested, 1.3% active;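 active means inhibition above about 21% made by adding two undisclosed values, limit read from the data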
# Rev-erbA mod: modulators of Rev-erb alpha DNA binding, primary screen, biochemical, FITC-DNA, fluorescence polarization, uHTS | AID 1259318, 2017 | Rev-erbα–FITC-DNA binding, 90 min | 370,000 tested, 0.79% active | activity, % at 10 µM | Nuclear receptor subfamily 1 group D member 1 (Homo sapiens), P20393;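 active means activity above about 14%, limit read from the data; passing the limit was not always enough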;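 further: 0% = DMSO wells with 35 nM protein and 100% = DMSO wells with 750 nM protein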
# ABHD4 inh: ABHD4 inhibitors, primary screen, biochemical, fluorescence polarization, mouse; 370,000 tested, 0.54% active; purified mABHD4, FP-Rh probe fluorescence polarization; inhibition, % at 8.92 µM; (Lyso)-N-acylphosphatidylethanolamine lipase (Mus musculus), Q8VD66;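 active means inhibition exceeding the mean over every tested compound plus 3 SD, cut at about 30% in these data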;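 further: 0% = plate median of compound wells and 100% = S159A mutant with DMSO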
#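 assay system = mABHD4 protein | compound dosing = single nominal dose of 8.92 µM, 0.89% DMSO final | read-out basis = percent inhibition of probe binding, normalized to plate controls | schedule = Enzyme–compound pre-incubation 45 min, then probe 60 min, both 25 °C | detection = fluorescence polarization, excitation 525 nm, emission 598 nm, BODIPY TMR filters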
# HTRA1 inhibitor: HTRA1 serine protease inhibitors, primary screen, biochemical, fluorescence polarization, HTS | 340,000 tested, 0.5% active | Q92743 | inhibition, % at 5.96 µM | recombinant HTRA1, FP-rhodamine activity-based probe | AID 504803, 2011; in the data active means inhibition above about 36%;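 further: 0% = enzyme with DMSO and 100% = wells lacking enzyme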
# Target sequence (Q92743 whole entry, looked up): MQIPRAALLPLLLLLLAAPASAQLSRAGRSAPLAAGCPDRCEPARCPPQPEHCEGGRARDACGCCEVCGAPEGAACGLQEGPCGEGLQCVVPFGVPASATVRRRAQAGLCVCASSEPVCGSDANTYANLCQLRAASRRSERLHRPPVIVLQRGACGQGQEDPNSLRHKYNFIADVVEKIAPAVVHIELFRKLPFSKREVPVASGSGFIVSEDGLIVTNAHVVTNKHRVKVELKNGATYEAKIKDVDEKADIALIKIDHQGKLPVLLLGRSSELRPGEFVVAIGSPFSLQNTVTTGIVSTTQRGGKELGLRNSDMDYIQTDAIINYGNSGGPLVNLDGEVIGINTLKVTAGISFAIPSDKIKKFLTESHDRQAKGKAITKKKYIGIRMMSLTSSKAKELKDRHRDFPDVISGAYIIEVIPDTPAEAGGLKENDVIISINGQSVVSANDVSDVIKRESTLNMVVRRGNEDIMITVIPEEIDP
# TCR CD3 inh: inhibitors of human TCR-CD3 interaction, primary screen, biochemical, fluorescence, TAMRA-labeled TCR probe | AID 651800, 2012 | 360,000 tested, 0.37% active | inhibition, % at 9.4 µM; in the data active means inhibition above about 19%;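 further: recombinant mutant TCR 2C K166C tagged with TAMRA read by polarization; 0% = receptor in buffer alone and 100% = receptor with positive control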
# LEDGF integ inh: blockers of LEDGF/p75-dependent integrase strand transfer – biochemical, TR-FRET, high throughput, primary screen. 370,000 tested, 0.64% active. TR-FRET IN-LEDGF/p75 DNA integration, Eu/Cy5. HIV-1 integrase (with human LEDGF/p75). inhibition, % at 3.7 µM;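 active means inhibition above the screen-wide mean plus 3 SD, cut at about 13% in these data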;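 further: signal is the Cy5 over europium emission ratio at 671 and 618 nm; 0% = plate median of compound wells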
# MBD2 inh: inhibitors of MBD2 binding to methylated DNA, primary screen, biochemical, TR-FRET, DNA-binding domain, human. inhibition, % at 4.4 µM. MBD2 binding to methylated oligonucleotide. 370,000 tested, 0.31% active. Methyl-CpG-binding domain protein 2 (Homo sapiens), Q9UBB5; in the data active means inhibition above about 13%
# Target sequence (Q9UBB5 whole entry, looked up, the tested form may be a part): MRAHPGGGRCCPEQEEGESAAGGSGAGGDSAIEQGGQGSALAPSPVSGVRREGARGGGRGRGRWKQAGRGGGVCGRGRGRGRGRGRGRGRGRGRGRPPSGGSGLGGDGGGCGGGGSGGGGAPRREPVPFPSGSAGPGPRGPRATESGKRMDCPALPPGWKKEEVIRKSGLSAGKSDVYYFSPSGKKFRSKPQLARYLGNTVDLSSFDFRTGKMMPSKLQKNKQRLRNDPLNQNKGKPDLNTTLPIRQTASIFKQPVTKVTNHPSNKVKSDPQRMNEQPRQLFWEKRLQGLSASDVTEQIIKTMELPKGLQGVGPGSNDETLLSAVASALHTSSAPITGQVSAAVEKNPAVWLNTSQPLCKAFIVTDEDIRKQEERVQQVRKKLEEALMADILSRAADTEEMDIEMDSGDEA
# rCAG binder: binders of r(CAG) RNA repeats, primary screen, biochemical, fluorescence. AID 651821, 2012. 370,000 tested, 1.3% active. r(CAG) RNA repeat, TO-PRO-1 dye displacement fluorescence. inhibition, % at 3 µM;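 active means inhibition above the plate cutoff, the mean of all test compounds on that plate plus 3 SD, cut at about 35% in these data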;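 further: 0% = DMSO alone and 100% = 100 µM mitoxantrone as full dye displacement; higher means more dye released from RNA so lower well fluorescence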
# PG9 binder: binders of HIV-1 gp120 antibody PG9, primary screen, biochemical, TR-FRET. inhibition, % at 6.7 µM. TR-FRET gp120-PG9 antibody binding. HIV-1 gp120 / PG9 antibody interaction. 360,000 tested, 0.43% active; in the data active means inhibition above about 8.5%
# An asterisk follows results filed as active; . = no result given.
nr	Molecule	UHRF1 MBD2 ctr	PRMT1 inh	Rev-erbA mod	ABHD4 inh	HTRA1 inhibitor	TCR CD3 inh	LEDGF integ inh	MBD2 inh	rCAG binder	PG9 binder
1	O=C(Nc1cc(C(F)(F)F)ccc1N1CCCCC1)C1=COCCO1	-2	1	-4	-7	-9	3	1	2	0	-1.2
2	CCN(CC)CC#CC(OC)(c1ccccc1)c1ccccc1	14	-3	3	5	0	10	1	5	-11	1.7
3	CCC1CCCCN1C(=O)COC(=O)CN(C)S(=O)(=O)c1ccc(NC(C)=O)cc1 (configuration not stated)	0	1	-4	3	-5	3	2	1	-1	-1.2
4	O=C(O)c1ccc(OCCCCCCOC2CCCCO2)cc1 (configuration not stated)	-2	2	-5	-3	3	-1	-1	0	3	-1.0
5	CSc1cccc(NC(C)C(=O)NCc2ccccc2)c1 (configuration not stated)	-3	1	-2	2	2	2	2	2	-1	-1.3
6	CC(C)(C)C(=O)Nc1ccc(C(=O)Nc2cc(NC(=O)c3ccc(NC(=O)C(C)(C)C)cc3)cc(C(=O)O)c2)cc1	-1	-5	-2	-5	-18	3	6	-5	44*	-3.1
7	CNS(=O)(=O)c1cccc(C(=O)NC2CCCc3ccccc32)c1 (configuration not stated)	-1	0	7	-4	-3	5	-2	1	0	-1.6
8	Cc1ccccc1C(=O)N1CCC2CC1c1cc(Cl)ccc12 (configuration not stated)	-2	-1	7	3	-2	-4	1	2	0	0.4
9	N#Cc1nc(-c2ccc(F)cc2)oc1N1CCN(C(=O)c2ccco2)CC1	-2	-1	-11	5	4	-5	1	1	-2	0.2
10	COc1ccc(NC(=O)CS(=O)(=O)c2ccc(F)cc2)cc1	4	1	-2	-2	-4	0	-4	2	-1	-1.3
11	CC(C(=O)N(C)C)N(C#N)c1nc(N(C)C)nc(N(C)C)n1 (configuration not stated)	-4	-2	2	0	-1	4	-1	-1	-3	-1.6
12	CC(C)C(=O)N1CC[C@H]2[C@H](CCCN2Cc2ccccc2)C1	-3	2	7	-1	.	.	1	3	1	.
13	Clc1ccc(-c2cnc3n2CCC3)cc1	-6	-3	6	-4	-2	1	4	-4	2	-0.8
14	COc1cccc(N2CCN(C(=O)c3ccc(CS(=O)Cc4ccccc4Cl)o3)CC2)c1 (configuration not stated)	-1	-2	-2	-5	-1	6	4	-5	-6	1.3
15	CN1CCC(N(C)C(=O)CNC(=O)c2ccc(C(C)(C)C)cc2)CC1	-2	-1	-4	2	4	2	2	-3	2	-0.1
16	Cc1nc(C(=O)N2CCCC(C(=O)c3cccc(OC(C)C)c3)C2)cs1 (configuration not stated)	3	2	-3	2	-4	-13	-1	3	-9	0.7
17	Cc1ccc(N=C2NC(=O)/C(=C\c3ccsc3)S2)c(C)c1	1	2	7	-51	-70	-3	2	7	17	3.9
18	Cc1ccc(S(=O)(=O)C2CCCCC2=O)cc1 (configuration not stated)	4	0	1	11	10	-5	-1	1	-3	-2.1
19	Cc1ccnc(NC(=O)CCCNC(=O)c2ccc(Cl)cc2)c1	-3	-9	0	12	-6	6	7	-5	-4	2.0
20	COC(=O)c1nnn(CC(=O)NC(=O)Nc2cccc(Cl)c2C)c1C(=O)OC	5	3	0	-5	-1	-2	-2	1	3	0.2
21	CC(=O)n1cc([C@@H]2C=C(C(=O)N3CCN(Cc4ccc5c(c4)OCO5)CC3)O[C@H](OCCCCO)C2)c2ccccc21	0	2	-3	-7	-9	-2	-2	0	0	-1.7
22	COC(=O)c1cc(C#N)c(N2CC(C)OC(C)C2)nc1C (configuration not stated)	-2	-1	2	2	-4	-4	-4	0	-5	-0.8
23	CSc1ccccc1-n1nnnc1SCc1ccccc1	5	7	-4	-15	-11	-8	-4	-1	-1	-0.1
24	O=C(NCc1cccs1)C1CCN(S(=O)(=O)c2cccc3ccccc23)CC1	1	4	-8	-6	.	.	-3	1	4	.
25	Cc1cc(C(=O)COC(=O)c2ccc(O)cc2)c(C)n1Cc1ccco1	-1	0	-3	-12	-22	5	-2	3	2	-1.7
26	CC1Cc2ccccc2N1CC(=O)NCc1ccc2c(c1)OCO2 (configuration not stated)	1	1	-6	-2	-1	-2	-1	-2	-1	-0.1
27	Oc1ccc(Cl)cc1-c1cc(C(F)(F)C(F)F)nc(-c2ccccc2)n1	1	2	-4	-3	-1	-2	-1	5	2	2.3
28	Cc1cccc(N2CN(S(=O)(=O)c3cccc([N+](=O)[O-])c3)c3nc4ccccc4nc32)c1	-1	3	3	9	5	4	0	2	2	0.1
29	CCOC(=O)c1ccc(C(=O)NNC(=O)C2C3C=CC(C3)C2C(=O)O)cc1 (configuration not stated)	-3	1	4	-4	-4	-6	1	-3	-4	1.1
30	Cc1noc(NS(=O)(=O)c2ccc(NC(=O)c3nn(-c4ccccc4)ccc3=O)cc2)c1C	0	-1	-3	-1	4	6	1	-2	35*	-2.1
31	COc1ccccc1CCC(=O)OCC(=O)Nc1cc(C)nn1-c1ccccc1	2	1	-2	0	-3	-7	-3	5	-6	0.6
32	COCCN(C(=O)COC(=O)c1c(C)nn(-c2ccccc2)c1C)c1c(N)n(Cc2ccccc2)c(=O)[nH]c1=O	-2	-4	5	-1	-5	3	3	-4	1	-2.3
33	O=Cc1ccccc1OCCCOc1cccc2cccnc12	-3	-6	-4	-4	-7	-1	5	-3	-2	-0.6
34	COc1ccc(-c2csc(Cc3nnc4n3CCCCC4)n2)cc1OC	0	-3	0	4	0	-5	-1	3	-1	1.9
35	CCN(CC)CCNC(=O)c1cc2c(s1)-c1ccccc1SC2	-2	-4	2	1	-3	-9	-5	-2	3	0.8
36	C=C(c1cccc2ccccc12)P(=O)(O)O	0	-1	3	1	6	-5	4	3	-2	-0.3
37	Cc1ccc(CNC(=O)C(C(=O)NCc2ccc(C)o2)c2ncc(C(F)(F)F)cc2Cl)o1	0	4	0	-3	-8	9	2	-2	-6	0.5
38	COc1ccc(OC)c(C2=NOC(C(=O)Nc3cccc(C(C)=O)c3)C2)c1 (configuration not stated)	-1	0	-4	-5	-12	-4	0	1	-2	0.1
39	Cc1ccccc1NCC(=O)Nc1cc(S(=O)(=O)N2CCCCC2)ccc1C	-2	-1	1	-6	1	-1	1	-5	13	0.6
40	CC1(C)NC(=O)N(CC(=O)Nc2ccc(-c3ccccc3)cc2)C1=O	-1	-1	-7	3	0	5	-2	3	1	0.1
41	CCCCn1c(N)c(N(CCC(C)C)C(=O)C2CCCN(C(=O)c3ccc(Cl)cc3)C2)c(=O)[nH]c1=O (configuration not stated)	4	9	10	-3	1	-6	-2	5	-8	2.4
42	CCC(=O)N(C)CCc1cc2c(c(OC)c1/C=N/NS(=O)(=O)c1ccc(C)cc1)OCO2	4	3	-1	-15	-2	-12	2	9	1	-0.7
43	COc1ccc(NCc2ccsc2)cc1	1	3	6	0	-2	-1	-1	2	1	-2.1
44	Cc1cc2ncn(CCOc3ccccc3C#N)c2cc1C	1	2	11	-1	2	2	2	3	-3	0.1
45	CCn1c(C)nc([N+](=O)[O-])c1C(=O)O	-1	-2	3	3	1	14	-8	2	-1	-0.1
46	COC(=O)c1cc(NC(=O)Cc2coc3cc(OC)ccc23)cc(C(=O)OC)c1	1	4	-3	-52	-59	6	3	-1	-3	0.6
47	CC1CCc2c(sc(NC(=O)CSc3ncnc4c3cnn4-c3ccccc3Cl)c2C#N)C1 (configuration not stated)	1	-2	1	0	4	5	1	-5	4	-0.3
48	CCCCCCCCN1C(=O)[C@@H](CC(=O)N2CCC(c3ccccc3)CC2)C[C@@]2(C(=O)OC)C1=C[C@H](COCc1ccccc1)O[C@@H]2C	1	-3	0	-4	.	.	2	-2	7	.
49	CN(C)S(=O)(=O)c1cccc(NC(=O)c2cc3c(=O)n4ccccc4nc3s2)c1	0	0	-17	2	-1	6	-1	3	4	-0.4
50	Cc1cccc(NC(=O)c2ccc([N+](=O)[O-])o2)c1	-1	0	9	-3	2	1	-2	-4	-1	-0.9

# (more compounds)
nr	Molecule	UHRF1 MBD2 ctr	PRMT1 inh	Rev-erbA mod	ABHD4 inh	HTRA1 inhibitor	TCR CD3 inh	LEDGF integ inh	MBD2 inh	rCAG binder	PG9 binder
51	COc1ccc(CCNC(=O)CN(C)S(=O)(=O)c2ccc(Br)s2)cc1OC	2	2	0	11	-2	4	1	-3	-5	1.1
52	CC(=O)N1c2ccc(S(=O)(=O)NCCC(=O)Nc3ccc(C)cn3)cc2CC1C (configuration not stated)	-2	-3	-4	3	7	6	-1	-3	-1	1.2
53	CCOc1ccc2nc(SC3CC(=O)N(c4ccc(OC)cc4OC)C3=O)sc2c1 (configuration not stated)	-1	18	-4	4	-1	7	-1	0	2	-0.4
54	CC(C)(C)Cc1c(-c2ccc(C#N)cc2)nc2c(Cl)cc(C(F)(F)F)cn12	1	2	8	-1	.	-9	0	3	2	-2.0
55	CS(=O)(=O)N(CC(=O)Nc1ccc(S(=O)(=O)N2CCCC2)cc1)c1cccc(F)c1	28*	2	1	-2	-1	5	1	6	7	-2.1
56	CC(C)(C)OC(=O)N1CCC(C(=O)O)CC1	-3	-2	2	9	7	8	-5	-1	4	-0.9
57	Cc1ccccc1C(=O)OC(C)CN1CCOCC1 (configuration not stated)	-2	-1	-5	-2	3	-4	4	-2	-1	-1.8
58	Cc1ccc(NC(=O)CC2S/C(=N/N=C3/NC(=O)CS3)NC2=O)cc1 (configuration not stated)	1	5	-3	11	1	1	-4	9	6	-1.2
59	CCOc1ccc(-n2nc3ccc(NC(=O)CC)cc3n2)cc1	8	2	4	2	-25	-2	-5	4	5	-0.5
60	CCOc1ccc2nc(/N=C/c3c(C)[nH]n(-c4ccc(C)cc4)c3=O)sc2c1	-13	1	-6	-3	2	-3	6	-2	4	-2.6
61	COc1ccc(N(C=O)C(=S)SC)cc1	0	1	-3	3	1	-3	-5	0	-1	0.6
62	COc1ccc(Nc2nnc(SCC(=O)Nc3cc(C)on3)s2)cc1	2	3	-5	8	1	0	3	0	19	0.2
63	CCOC(=O)C1=C(c2ccccc2)NC(SCC(=O)NC2CCCCC2)=C(C#N)C1c1ccco1 (configuration not stated)	3	-2	-2	-5	-43	-7	-4	3	4	0.3
64	CCOc1ccc(C(=O)Nc2cccc([N+](=O)[O-])c2)cc1Br	-2	-2	2	-1	-14	10	3	1	6	-2.9
65	CCN(C(=O)CSc1nnc(C)n1-c1cccc(C)c1)C1CCS(=O)(=O)C1 (configuration not stated)	-3	-1	4	4	2	1	0	-4	1	1.5
66	COc1ccc(C(C(C(=O)c2cccs2)N2CCOCC2)N2CCOCC2)cc1OC (configuration not stated)	0	0	-4	13	1	-2	3	9	-1	-0.8
67	CC(C)(C)C(=O)COC(=O)CNC(=O)c1ccc(Oc2ccccc2)cc1	0	0	-1	-1	-7	-6	0	4	-9	1.6

# Some of the compounds tested, so the mix of outcomes need not match the whole.
